# Screens (PubChem)
# Runt-SMMHC FRET: inhibitors of RUNX1 Runt–CBFb-SMMHC binding, primary screen, biochemical, FRET, Cerulean-Runt, Venus-CBFb-SMMHC, uHTS. Runt-related transcription factor 1 (Homo sapiens) + Core-binding factor subunit beta …. Cerulean-Runt/Venus-CBFb-SMMHC FRET ratio 530/480, 1 h. inhibition, % at 20 µM. 0.74% of 220,000 active;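 active = mean inhibition across duplicate retests at 20 µM reaching about 50%, limit read from the data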;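 also: 0% = DMSO wells and 100% = wells with excess untagged CBFb-SMMHC; inhibitors lower the FRET ratio by blocking Runt binding to CBFb-SMMHC; some results filed as inactive read as strong as hits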
# Target sequence (Q01196 whole entry, looked up): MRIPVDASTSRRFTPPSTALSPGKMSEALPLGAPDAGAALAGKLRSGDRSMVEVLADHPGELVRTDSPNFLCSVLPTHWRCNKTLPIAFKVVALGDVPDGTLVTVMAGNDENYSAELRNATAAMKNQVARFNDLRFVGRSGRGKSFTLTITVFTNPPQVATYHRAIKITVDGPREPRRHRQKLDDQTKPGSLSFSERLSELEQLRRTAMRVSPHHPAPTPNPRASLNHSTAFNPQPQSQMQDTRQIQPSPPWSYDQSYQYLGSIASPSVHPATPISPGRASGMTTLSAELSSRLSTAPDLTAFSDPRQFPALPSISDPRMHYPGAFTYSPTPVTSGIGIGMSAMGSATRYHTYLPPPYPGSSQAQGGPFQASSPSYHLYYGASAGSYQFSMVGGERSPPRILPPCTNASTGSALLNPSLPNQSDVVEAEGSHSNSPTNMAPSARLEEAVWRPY
# Target sequence (Q13951 whole entry, looked up): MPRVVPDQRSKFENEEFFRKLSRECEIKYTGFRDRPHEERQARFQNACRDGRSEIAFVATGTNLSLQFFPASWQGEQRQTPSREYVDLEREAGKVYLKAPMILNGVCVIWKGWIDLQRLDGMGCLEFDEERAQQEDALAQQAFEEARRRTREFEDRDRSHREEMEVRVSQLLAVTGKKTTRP
# Wee1 degr inh: Wee1 degradation inhibitors, primary screen, cell-based, HeLa, Wee1K328M-luciferase, luminescence. Wee1-like protein kinase (Homo sapiens), P30291. HeLa Luc-Wee1K328M stability; 100% = proteasome inhibitor MG132 effect. reporter increase, % at 5 µM. 1.2% of 220,000 active;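 active = activation above the mean of all tested compounds plus 3 SD, set per screening run, cut at about 8.8% in these data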;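 also: cells exposed to compound for 20 h before luminescence read; 0% = DMSO alone and 100% = MG132 at 30 µM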
# thrombin 1536: human alpha-thrombin inhibitors, primary screen, counter-screen for coagulation protease inhibitor project, biochemical, 1536-well, fluorogenic AMC substrate | Prothrombin (Homo sapiens), P00734 | Boc-VPR-AMC fluorogenic substrate cleavage | inhibition, % at 5 µM | 0.26% of 220,000 active;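 active = inhibition at or above 40%; inactive = inhibition below 40%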;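 also: 0% = enzyme with no compound and 100% = wells without enzyme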
#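 Material: human alpha-thrombin enzyme / Medium: pH 7.5 Tris (50 mM) with NaCl 150 mM, Tween 20 0.05% / Compound: single-point dosing at 5 µM, 0.2% DMSO / Incubation: enzyme reaction carried out at room temperature / Detection: AMC fluorescence, 355/460 nm / Read-out basis: percent inhibition scaled between no-compound controls and no-enzyme blanks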
# 14-3-3 Bad PPI: inhibitors of 14-3-3 zeta/Bad binding, primary screen, biochemical, TR-FRET, bovine 14-3-3 zeta; 0.71% of 220,000 active; 14-3-3 protein zeta/delta (Bos taurus), P63103; inhibition, % at 21.7 µM; TR-FRET 14-3-3zeta/Dy647-pBad peptide displacement, 1 h;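 active = inhibition above about 70%, limit read from the data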;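 also: 0% = full 14-3-3 plus peptide FRET controls and 100% = background without 14-3-3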
# KLK5 inh: human KLK5 protease inhibitors, primary screen, biochemical, 1536-well; Kallikrein-5 (Homo sapiens), Q9Y337; recombinant hK5, fluorogenic AMC substrate cleavage; inhibition, % at 5 µM; 0.59% of 210,000 active;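 active = inhibition of 40% or more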;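 also: 0% = enzyme controls without compound and 100% = no-enzyme blanks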
# Target sequence (Q9Y337 67-293 limits assumed): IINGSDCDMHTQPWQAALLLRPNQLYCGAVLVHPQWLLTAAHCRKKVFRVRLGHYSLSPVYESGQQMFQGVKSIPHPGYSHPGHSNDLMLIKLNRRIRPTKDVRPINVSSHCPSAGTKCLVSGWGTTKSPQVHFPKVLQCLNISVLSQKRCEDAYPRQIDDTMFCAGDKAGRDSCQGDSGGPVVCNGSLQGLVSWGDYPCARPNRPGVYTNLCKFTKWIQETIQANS
# FXIa inh: human FXIa protease inhibitors, primary screen, biochemical, 1536-well | Coagulation factor XI (Homo sapiens), P03951 | purified FXIa, Boc-Glu-Ala-Arg-AMC fluorogenic substrate | inhibition, % at 5 µM | 0.14% of 220,000 active | AID 798, 2007;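 active = inhibition of at least 40%; inactive = inhibition below 40%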;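 also: fluorescence of freed AMC excited at 355 nm; 0% = enzyme without compound and 100% = no enzyme blank; many of its hits are not listed in these tables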
# Runt-CBFb FRET: inhibitors of RUNX1 Runt–CBFb binding, primary screen, biochemical, FRET, Cerulean-Runt, Venus-CBFb, uHTS | Runt-related transcription factor 1 (Homo sapiens) + Core-binding factor subunit beta … | Cerulean-Runt/Venus-CBFb FRET ratio 530/480, 1 h | inhibition, % at 20 µM | 0.46% of 220,000 active;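 active = inhibition over about 50% at 20 µM in the single-dose screen, limit read from the data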;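 also: 0% = DMSO wells and 100% = excess unlabeled CBFb competitor control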
#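 Doses: 20 µM compound in 1% DMSO | Material: Cerulean-labeled Runt domain protein | Amount: Each fluorescent fusion protein 100 nM | Schedule: Two 1 h room-temperature incubations shielded from light | Measured by: FRET fluorescence | Evaluation: Loss of energy transfer signal | Controls: Unlabeled CBFb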
# Hck-Nef inh: inhibitors of Nef-activated human Hck kinase, primary screen, biochemical, Z-Lyte FRET, 384-well, Hck-YEEI; AID 463187, 2010; Tyrosine-protein kinase HCK (Homo sapiens), P08631; inhibition, % at 20 µM; Recombinant Hck-YEEI plus Nef, Z-Lyte FRET kinase assay; 0.68% of 220,000 active;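 active = Hck-Nef kinase inhibition above about 50%, limit read from the data; inactive = inhibition below that limit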;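 also: 0% = DMSO with Hck plus Nef and 100% = Hck alone without Nef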
# FXIIa inh: human FXIIa protease inhibitors, primary screen, biochemical, 1536-well. Coagulation factor XII (Homo sapiens), P00748. purified FXIIa, Boc-QGR-AMC fluorogenic substrate, 2 h. inhibition, % at 5 µM. 0.3% of 220,000 active. AID 800, 2007; in the data active = inhibition above about 40%;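 also: 0% = enzyme with no compound and 100% = blank without enzyme; many of its hits are not listed in these tables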
# Numbers without * were called inactive; / = no result given; [ ] = remark or other dose.
SMILES,Runt-SMMHC FRET,Wee1 degr inh,thrombin 1536,14-3-3 Bad PPI,KLK5 inh,FXIa inh,Runt-CBFb FRET,Hck-Nef inh,FXIIa inh
CCCc1cc(=O)[nH]c(SCC(=O)Nc2cc(C)on2)n1,-3,-1,9,-1,-6,-4,0,20,2
COC(=O)CSc1nc2c(c(-c3ccco3)c1C#N)CCCC2,-9,0,-6,4,2,-2,2,0,0
Cc1ccccc1-n1c(O)c(/C=N/N2CCCCC2c2cccnc2)c(=O)[nH]c1=O (centres undefined),-1,5,-3,4,5,2,2,0,5
CC1=NOC(=O)/C1=C\c1ccc(-c2cc(Cl)ccc2Cl)o1,68,-3,1,16[fluorescence artefact?],2,3,34,3,26
CCN1CCN(c2ncc(C(=O)Nc3cc(Cl)c(OC)cc3OC)c3ccccc23)CC1,0,7,-4,-15[fluorescence artefact?],-9,18,-4,6,1
COC(=O)Nc1nnc(COc2cccc(C)c2)s1,2,-1,-7,-1,-2,-7,-3,23,6
C=CCn1c(SCC(=O)Nc2ccccc2C)nnc1-c1ccncc1,3,1,-6,7,0,0,0,0,-3
CC(CCc1ccccc1)NC(=O)C(=O)NCCc1ccccc1 (centres undefined),0,1,3,6,-4,5,0,-3,11
COc1ccccc1N=CC=C1OC(C)(C)C(C)(C)O1,14,3,-3,-8,-5,-3,-2,22,4
CCOC(=O)C1=C(C)OC(N)=C(C#N)C1c1cc2c(cc1[N+](=O)[O-])OCO2 (centres undefined),-99,-1,74*,-2,-1,-2,-59,5,7
O=C(NCc1ccccn1)C(=O)Nc1nc(-c2ccccc2)cs1,1,1,-4,-4,-4,2,1,19,9
Cc1cc(C)nc(NC(=O)C(c2ccccc2)c2ccccc2)c1,4,-2,-1,-4,-3,31,1,7,13
CCN1C=C(Cc2ccc(F)cc2)C2=C(C1)C(c1ccc(F)cc1)C(C#N)=C(N)O2 (centres undefined),8,-2,10,-1,-2,21,0,3,27
Cn1c(=O)c2ccccc2n(Cc2ccccc2F)c1=O,-7,0,2,-7[fluorescence artefact?],-9,2,-1,11,9
O=C(COC(=O)C1CCN(/C=C/C(=O)C(F)(F)F)CC1)Nc1cccc(F)c1,0,-1,1,-2,0,14,0,-65,9
O=C(N/N=C/c1ccc(OCc2ccccc2)cc1)c1ccco1,1,4,-8,-2,2,2,-2,25,10
CCN(CC(=O)Nc1c(F)cccc1F)C(=O)COc1ccc2c(C)cc(=O)oc2c1,2,0,-5,9,-4,-4,-2,29,1
COc1cc(C(CCN2CCCC(C)C2)c2c(OC)cc(OC)c3c(-c4ccccc4)cc(=O)oc23)cc(OC)c1OC (centres undefined),3,/,1,-4,2,2,1,31,7
Cc1cc2c(cc1C)N(Cc1ccccc1)C1=NCCCN12,-5,1,-2,-3,-1,1,0,13,8
CCOC(=O)N1CCC(NC(=O)CN2C(=O)CCSc3ccccc32)CC1,-3,0,-4,-3[fluorescence artefact?],-1,9,2,1,12
O=C(NC1CCCCC1)c1ccc(CNc2nc(=S)[nH]c3ccccc23)cc1,-4,3,1,-9,-4,-6,0,22,-1
CN(C(=O)COC(=O)CNC(=O)CNC(=O)c1ccc(Cl)cc1Cl)c1ccccc1,-2,2,7,-4,/,2,-1,-16,8
Brc1ccc(C2=Nn3c(nnc3-c3cccnc3)SC2)s1,4,2,-4,-5,-33,-6,0,0,6
COc1cc(C2CC(=O)NC3=C2C(=O)CC(C)(C)C3)ccc1O (centres undefined),-1,-1,-5,9,-1,-9,1,1,-11
NNC(=O)c1ccc(N2CCc3ccccc32)c([N+](=O)[O-])c1,2,-1,-13,-21,-3,-4,-4,21,1
CCOC(=O)C1C(C#N)=C(N)OC(C)=C1c1ccncc1 (centres undefined),2,2,0,-8[fluorescence artefact?],-11,8,0,0,15
COc1ccc(N2CCCn3c2nc2c3c(=O)n(Cc3ccccc3)c(=O)n2C)c(OC)c1,-2,0,-12,-8,-11,1,-3,18,5
N#CCN1CCN(CC(=O)Nc2ccc(OCc3ccccc3)cc2)CC1,0,-2,-2,2,2,6,2,0,8
O=P(O)(O)c1ccccc1OCCCCCOc1ccccc1P(=O)(O)O,0,-1,4,17[fluorescence artefact?],-58,-9,0,2,5
O=C(COc1ccc(Br)cc1)N1CCCCCC1,1,-1,/,/,/,/,-4,-1,/

# The last three records of the part before come first, to join the parts.
SMILES,Runt-SMMHC FRET,Wee1 degr inh,thrombin 1536,14-3-3 Bad PPI,KLK5 inh,FXIa inh,Runt-CBFb FRET,Hck-Nef inh,FXIIa inh
N#CCN1CCN(CC(=O)Nc2ccc(OCc3ccccc3)cc2)CC1,0,-2,-2,2,2,6,2,0,8
O=P(O)(O)c1ccccc1OCCCCCOc1ccccc1P(=O)(O)O,0,-1,4,17[fluorescence artefact?],-58,-9,0,2,5
O=C(COc1ccc(Br)cc1)N1CCCCCC1,1,-1,/,/,/,/,-4,-1,/
O=C(Nc1ccc(Cl)cc1)Nc1ccc(N2CCOCC2)cc1,3,-2,-1,0[fluorescence artefact?],-7,4,0,7,11
CS(=O)(=O)Nc1ccc2c(c1)nc1n2CCOC1,4,-2,4,-2,6,-2,-1,4,5
Cc1ncn(-c2ccc(C(=O)Oc3ccccc3)cn2)n1,4,-2,-9,-3,-7,-7,1,-1,0
CCOc1ccccc1OCCCOc1ccc([N+](=O)[O-])cc1Cl,-8,-1,-4,0,-4,10,/,1,7
CC(=O)Nc1ccc(S(=O)(=O)N2CCN(CC(=O)NC3CCCC3)CC2)cc1,11,0,-5,26[fluorescence artefact?],0,-2,-1,0,10
CC1(C)CNC(=O)C=C(c2ccccc2)C1,2,-1,2,-6[fluorescence artefact?],-5,7,0,2,16
COc1ccc(S(=O)(=O)Oc2ccc3c(c2)O/C(=C\c2cccnc2)C3=O)cc1,-4,3,3,-1,4,6,-25,1,17
COc1cc(C(=O)NNC2=CC(=O)CC(C)(C)C2)cc(OC)c1OC,1,-2,-5,-8[fluorescence artefact?],-5,3,2,3,-6
COc1ccc(NC(=O)c2cc(SC)ccc2Cl)cc1,3,-1,-18,4,-12,-5,2,1,-2
O=C(NCc1ccc2c(c1)OCO2)c1ccc(CN2CCc3ccccc3C2)cc1,0,3,2,0,-3,10,-1,-1,18
COc1ccc(C2CC(c3ccccc3)=NN2C(=S)Nc2ccccc2)cc1 (centres undefined),2,-2,-9,-8,-5,0,2,-1,-4
O=C(CCCn1c(=O)c2sccc2n(Cc2ccc(F)cc2)c1=O)NCc1ccco1,-12,-2,0,-7,-8,0,-2,-1,14
CCCCN(C(=S)SC)C1CCS(=O)(=O)C1 (centres undefined),-3,0,0,-4,0,0,-2,19,6
CCC(=O)NC(=S)NNC(=O)c1ccccc1[N+](=O)[O-],48,2,9,-28,-15,-5,51*,18,2
CC1=C(C)C(OCCBr)N(c2cc(O)c(Cl)cc2F)C1=O (centres undefined),-5,6,-13,-1,2,3,3,5,4

# In a second layout: entries from further up.
# Every second line gives: Runt-SMMHC FRET | Wee1 degr inh | thrombin 1536 | 14-3-3 Bad PPI | KLK5 inh | FXIa inh | Runt-CBFb FRET | Hck-Nef inh | FXIIa inh
> COc1ccc(N2CCCn3c2nc2c3c(=O)n(Cc3ccccc3)c(=O)n2C)c(OC)c1
  -2 | 0 | -12 | -8 | -11 | 1 | -3 | 18 | 5
> N#CCN1CCN(CC(=O)Nc2ccc(OCc3ccccc3)cc2)CC1
  0 | -2 | -2 | 2 | 2 | 6 | 2 | 0 | 8
> O=P(O)(O)c1ccccc1OCCCCCOc1ccccc1P(=O)(O)O
  0 | -1 | 4 | 17[fluorescence artefact?] | -58 | -9 | 0 | 2 | 5

# Part of the list above, with values under each structure:
# Values run as follows: Runt-SMMHC FRET, Wee1 degr inh, thrombin 1536, 14-3-3 Bad PPI, KLK5 inh, FXIa inh, Runt-CBFb FRET, Hck-Nef inh, FXIIa inh
- CC1(C)CNC(=O)C=C(c2ccccc2)C1
    2, -1, 2, -6[fluorescence artefact?], -5, 7, 0, 2, 16
- COc1ccc(S(=O)(=O)Oc2ccc3c(c2)O/C(=C\c2cccnc2)C3=O)cc1
    -4, 3, 3, -1, 4, 6, -25, 1, 17
- COc1cc(C(=O)NNC2=CC(=O)CC(C)(C)C2)cc(OC)c1OC
    1, -2, -5, -8[fluorescence artefact?], -5, 3, 2, 3, -6
- COc1ccc(NC(=O)c2cc(SC)ccc2Cl)cc1
    3, -1, -18, 4, -12, -5, 2, 1, -2
- O=C(NCc1ccc2c(c1)OCO2)c1ccc(CN2CCc3ccccc3C2)cc1
    0, 3, 2, 0, -3, 10, -1, -1, 18
